RECQ1 inh = qHTS Assay for Inhibitors of RecQ-Like Dna Helicase 1 (RECQ1); ATP-dependent DNA helicase Q1 (Homo sapiens), P46063; AID 2549, 2010; 0.54% of 240,000 active; Potency, µM (titrated, usually from 57.3 µM), without a hit: at the highest dose activity, negative = inhibition, actives largely listed as inhibitors; RECQ1 DNA unwinding, red fluorescence kinetic read;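 note: plate controls were vehicle for no effect and no enzyme for full effect; nearly all actives have a fitted effect of over 30% in size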
Target sequence (P46063 whole entry, looked up): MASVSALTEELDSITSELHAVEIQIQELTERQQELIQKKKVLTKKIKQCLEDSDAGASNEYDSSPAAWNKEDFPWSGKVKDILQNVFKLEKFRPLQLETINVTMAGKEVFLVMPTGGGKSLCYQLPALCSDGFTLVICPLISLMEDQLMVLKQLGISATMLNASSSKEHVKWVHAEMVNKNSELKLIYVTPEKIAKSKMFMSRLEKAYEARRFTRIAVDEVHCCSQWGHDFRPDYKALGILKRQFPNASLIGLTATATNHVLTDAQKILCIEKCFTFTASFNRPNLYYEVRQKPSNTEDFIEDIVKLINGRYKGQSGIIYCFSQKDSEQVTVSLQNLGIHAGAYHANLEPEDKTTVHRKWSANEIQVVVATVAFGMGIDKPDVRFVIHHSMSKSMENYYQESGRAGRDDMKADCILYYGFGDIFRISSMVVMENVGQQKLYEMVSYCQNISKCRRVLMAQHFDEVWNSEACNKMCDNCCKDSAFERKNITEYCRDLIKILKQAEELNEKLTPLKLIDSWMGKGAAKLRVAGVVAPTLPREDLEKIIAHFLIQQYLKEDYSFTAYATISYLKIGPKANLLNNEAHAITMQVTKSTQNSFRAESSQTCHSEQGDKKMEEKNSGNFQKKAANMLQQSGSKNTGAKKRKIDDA
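RECQ1T1 50 nM; forked duplex (20 bp + 30-nt ss tails) 200 nM, ATP 2 mM final; pH 8.0, 2 mM MgCl2, 2.5 ug/ml poly(dI-dC); 15 min compound preincubation; discontinuous kinetic read over 2 h at RT.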
TRb-SRC2 inh = qHTS for Inhibitors of the Interaction of Thyroid Hormone Receptor and Steroid Receptor Coregulator 2; Thyroid hormone receptor beta (Homo sapiens), P10828; TRbeta-SRC2 peptide binding, fluorescence polarization; receptor liganded with 1 µM T3; Potency, µM (series often up to 106 µM), inactives show at the top dose activity change, negative = inhibition, hits mostly inhibitors; 0.065% of 280,000 active;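 note: plate controls were bound peptide for no effect and peptide without receptor for full effect; nearly all actives have a fitted effect of over 50% in size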
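Read-out is fluorescence polarization (555 nm excitation, 632 nm emission) of a Texas Red SRC2 coactivator peptide; loss of signal reflects blocked binding to human TRb ligand-binding domain in the presence of 1 uM T3.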
Tau fluor counter = Counterscreen qHTS for Inhibitors of Tau Fibril Formation, Fluorescence Polarization; tau K18 P301L Alexa594 fluorescence, heparin fibrillization; 0.93% of 280,000 active; Potency, µM (doses to about 57.7 µM), inactives show top-dose activity change, negative = decrease; AID 1463, 2008; note: % is set by controls: 0 for no effect and ±100 for the full control effect; nearly all actives have a fitted effect of over 55% in size
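Human tau K18 P301L (15 uM unlabeled, 0.24 uM Alexa 594-labeled) in 100 mM sodium acetate pH 7 with 20 uM heparin, 6 hr at 37 C. ThT 30 uM added, 1 hr ambient; Alexa 594 FP and total fluorescence read at 555/632 nm.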
TexasRed fluor = Total Fluorescence Counterscreen for Inhibitors of the Interaction of Thyroid Hormone Receptor and Steroid Receptor Coregulator 2; TRb/SRC2 Texas Red total fluorescence interference; Potency, µM (series often up to 106 µM), for inactives: top-dose fluorescence change, negative = quenching; 0.29% of 280,000 active; active = well fitted curve in either direction with a large enough effect; inconclusive = small, poorly fitted or top-dose-only effect; note: % is set by controls: 0 for no effect and ±100 for the full control effect
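Human TRb ligand-binding domain at 0.6 uM with 20 nM Texas Red SRC2 peptide in Tris buffer containing 1 uM T3 and 5% DMSO, incubated with compound 5 h at ambient temperature. Total fluorescence (555/632 nm) calculated as parallel + 2 × perpendicular.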
Tau ThT inhib = qHTS for Inhibitors of Tau Fibril Formation, Thioflavin T Binding. recombinant tau K18 P301L, heparin-induced fibrillization, ThT fluorescence. Potency, µM (titrated, usually from 57.4 µM), without a hit: at the top dose activity, negative = inhibition, actives largely listed as inhibitors. 2.1% of 270,000 active; note: % is set by controls: 0 for no effect and ±100 for the full control effect; nearly all actives have a fitted effect of over 55% in size
Target sequence (P10636 561-689 P618L limits assumed): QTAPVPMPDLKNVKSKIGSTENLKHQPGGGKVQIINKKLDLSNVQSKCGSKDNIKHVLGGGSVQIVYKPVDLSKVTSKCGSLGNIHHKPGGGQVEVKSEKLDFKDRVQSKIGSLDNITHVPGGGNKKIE
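ThT emission at 510 nm, taken 1 hr after adding 30 uM dye, quantifies aggregates formed when 20 uM heparin acts on human tau K18 P301L for 6 hr at 37 C.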
Tau fibril FP = qHTS for Inhibitors of Tau Fibril Formation, Fluorescence Polarization; Potency, µM (series often up to 57.7 µM), without a hit: at the top dose activity, negative = inhibition, actives largely listed as inhibitors; K18 P301L tau heparin fibrillization, Alexa594 FP, 6 h; Microtubule-associated protein tau (Homo sapiens), P10636; 0.39% of 280,000 active; note: % is set by controls: 0 for no effect and ±100 for the full control effect; nearly all actives have a fitted effect of over 55% in size
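Heparin (20 uM) drove fibril formation of recombinant tau K18 P301L, 15 uM unlabeled with 0.24 uM Alexa 594 label, for 6 hr at 37 C in 100 mM sodium acetate pH 7. Fluorescence polarization (555/632 nm) read 1 hr after 30 uM ThT.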
HTT cytoprotect = qHTS Multiplex Assay to Identify Dual Action Probes in a Cell Model of Huntington: Cytoprotection (ATP); PC12 HTT-Q103 induced, cytoprotection, ATP luminescence, 40 h; 0.14% of 230,000 active; Potency, µM (highest dose often 56.4 µM), for inactives: cytoprotection (ATP increase), actives largely listed as activators;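 note: % of control where 0% means no effect; nearly all actives have a fitted effect of over 45% in size; toxic huntingtin expression switched on by the ecdysone agonist tebufenozide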
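Huntington model: PC12 line, ecdysone-inducible HTTQ103 exon1–GFP, tebufenozide 100 nM. Test articles in a dose series. Endpoint luminescence from cellular ATP.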
L3MBTL1 inh = qHTS Assay for the Inhibitors of L3MBTL1 | Potency, µM (doses to about 57.1 µM), for inactives: at the highest dose activity, negative = inhibition, hits mostly inhibitors | AlphaScreen L3MBTL1–H3K9me1 peptide binding | AID 485360, 2010 | Lethal(3)malignant brain tumor-like protein 1 (Homo sapiens), Q9Y468 | 0.66% of 230,000 active; note: % is set by controls: 0 for no effect and ±100 for the full control effect; nearly all actives have a fitted effect of over 60% in size
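L3MBTL1 50 nM + b-AHA-H3(1-15)K9me1 75 nM, 30 min RT; compound added, 30 min RT; streptavidin donor/Ni-chelate acceptor beads 10 ug/mL each final, 30 min RT dark; AlphaScreen read.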
Numbers without * were called inactive; i = inactive; ? = inconclusive; . = not tested or not shown; [ ] = dose if it differs, or a comment. Unless noted, calls come from the whole dose curve; as a rule, active = well fitted curve in the direction sought with a large enough effect; inconclusive = small, poorly fitted or top-dose-only effect, or another doubt; inactive = no such curve, though single readings can be large; an effect the other way counts as inactive or inconclusive. Potency is the fitted concentration of half-maximal effect. An excerpt, so the mix of outcomes need not match the whole.

Compound,RECQ1 inh,TRb-SRC2 inh,Tau fluor counter,TexasRed fluor,Tau ThT inhib,Tau fibril FP,HTT cytoprotect,L3MBTL1 inh
O=C(CNC(=O)c1cccs1)NCCN1CCC(Cc2ccccc2)CC1,-6%,-6%,-8%,8%,0%,-14%,-15%[10 µM],1%
Nc1nc(C23CC4CCC(CC(C4)C2)C3)cs1,-2%,-7%,-15%,-5%,-3%,5%,.,-3%
Cc1cn(C2C=CC(CO)O2)c(=O)[nH]c1=O (stereo unspecified),-6%,-18%,1%,-1%,1%,0%,23%[10 µM],-9%
CC(=O)N1N=C(c2ccncc2)OC12CCCCCC2,-2%,-4%,0%,-3%,-9%,2%,-8%[10 µM],-1%
COc1cccc(NC(=O)Cn2c(=O)c3c(ncn3Cc3ccccc3)n(Cc3ccccc3)c2=O)c1,i,-1%,?,1%,9%,?,16%,.
COc1ccc(S(=O)(=O)N2CCC(c3ccncc3)CC2)cc1OC,.,2%,-8%,-5%,-6%,-7%,.,.
COc1cc(C2C(Oc3ccccc3C)C(=O)N2Cc2ccc(F)cc2)cc(OC)c1OC (stereo unspecified),-7%,-12%,-21%,?,?,17%,-6%[10 µM],3%
Cc1ccc(CONC(=O)/N=C/N(C)C)cc1,17%,-3%,3%,5%,0%,-7%,1%,7%
NC(=O)c1ccc[n+](CC(=O)OCCC23CC4CC(CC(C4)C2)C3)c1,-4%,-9%,-3%,-1%,-3%,-1%,?,4%
Cc1cc(Br)c(NC(=O)COn2nnc3ccc(S(C)(=O)=O)cc32)c(Br)c1,-9%,-3%,1%,-3%,3%,2%,-29%,-9%
C/C(=N/NC(=O)CNC(=O)C1COc2ccccc2O1)c1cccc(O)c1 (stereo unspecified),-18%,-2%,-8%,-3%,-15%,2%,-7%,.
Cc1nn2c(=O)c(NC(=O)c3ccc(Cl)cc3)cnc2s1,-5%,3%,-17%,-3%,-14%,-2%,-18%,.
CC(NC(=O)C(C(=O)c1cccc([N+](=O)[O-])c1)n1cc(Cl)ccc1=O)c1ccccc1 (stereo unspecified),7%,0%,-5%,-1%,-7%,2%,-15%[10 µM],11%
COc1ccc(CNC(=O)COC(=O)CC2CC3CCC2C3)cc1OC (stereo unspecified),11%,2%,-9%,-3%,-2%,-1%,.,-1%
Cc1nc(-c2ccc(C)c(N3CCN(C(=O)Nc4ccccc4C(F)(F)F)CC3)c2)no1,.,3%,-10%,2%,2%,-11%,.,.
CN(CC(=O)Nc1cccc2c1CCCC2)S(=O)(=O)c1ccc(Cl)cc1,-9%,-12%,-10%,-1%,4%,-7%,6%,5%
COc1ccccc1NC(=O)COC(=O)c1ccc([N+](=O)[O-])s1,-3%,4%,-19%,-2%,?,4%,14%,?
CCOC(=O)CSc1nc(C)[nH]c1[N+](=O)[O-],i,-2%,-6%,-4%,-16%,1%,.,22%
COc1cccc(/C(C)=N/NS(=O)(=O)c2ccc(Cl)cc2)c1,22%,-3%,-16%,1%,-7%,-7%,-13%,0%
CCN(CC(=O)N1CCN(C)CC1)S(=O)(=O)c1ccc(Cl)cc1,-10%,-1%,4%,-1%,1%,2%,7%,-1%
O=C(C1CCCN1S(=O)(=O)c1cccc2cccnc12)N1CCN(c2ccccc2)CC1 (stereo unspecified),-8%,-1%,1%,2%,-8%,9%,1%,1%
O=C1c2cc(S(=O)(=O)NCCCO)ccc2-c2ccc(S(=O)(=O)NCCCO)cc21,i,-4%,0%,-2%,-7%,9%,-8%,.
O=C(COc1ccccc1Cl)Nc1cnn(Cc2ccccc2)c1,-6%,-5%,-21%,-2%,-21%,11%,11%,.
CCOC(=O)C1=C(O)C(=O)N(c2ccc(S(N)(=O)=O)cc2)C1c1ccccc1 (stereo unspecified),i,1%,2%,2%,-1%,-1%,-7%,13%[11.4 µM]
CCc1ccc(NC(=O)CN(N=Nc2nonc2C)c2nonc2C)cc1,i,1%,2%[2.34 µM],-2%,-11%,9%,15%[10 µM],1%
Cc1cc(C(=O)O)oc(=O)c1,-11%,1%,-10%,-4%,-4%,-4%,5%[10 µM],-3%
COc1ccc(OC(=O)c2cn(-c3cccc(OC)c3)c(=O)c3ccccc23)cc1,.,0%,-23%,0%,0%,-7%,.,.
Cc1sc2ncn(C(C)C(=O)OC3CCCCC3)c(=O)c2c1C (stereo unspecified),i,-10%,-11%,-2%,-6%,-8%,-12%,.
CS(=O)(=O)N(CC(=O)N1CCN(Cc2ccc3c(c2)OCO3)CC1)C1CCCCC1,-4%,1%,-10%,-2%,-8%,-2%,19%[10 µM],1%
Cc1ccc(N(C(C)C(=O)Nc2ccc3c(c2)OCO3)S(C)(=O)=O)cc1 (stereo unspecified),i,-13%,-9%,1%,-11%,10%,7%,?
COC(=O)c1ccc(C(=O)OC)c(NC(=O)c2cnn3c(C(F)F)cc(-c4ccccc4)nc23)c1,.,-3%,9%,1%,10%,1%,.,.
Cc1c(Cl)cccc1-n1ncc(C(=O)NC2CCCCC2)c1C1CCN(C(=O)OC(C)(C)C)CC1,.,9%,-12%,-1%,-14%,10%,.,.
Cc1ccccc1/C=N/NC(=O)Cn1cnc([N+](=O)[O-])n1,-4%,4%,-7%,-3%,-5%,2%,-13%[10 µM],.
COc1ccc2[nH]c(C(=O)O)c(CCNC(C)=O)c2c1,6%,-4%,-3%,-1%,-8%,1%,-7%,4%
COc1cc(OC)cc(C(=O)NC(C(=O)O)C23CC4CC(CC(C4)C2)C3)c1 (stereo unspecified),i,2%,5%,-1%,-2%,-2%,-24%,12%
CCN1CCCC1CN(Cc1cc2c(C)cc(C)cc2[nH]c1=O)C(=O)NC1CCCCC1 (stereo unspecified),-6%,6%,1%,-4%,-7%,-4%,-38%,-6%
Cc1ccc(S(=O)(=O)CCC(=O)Nc2ccc3nc(C)sc3c2)cc1,10%,8%,-6%,-1%,-13%,2%,6%[10 µM],1%
COc1ccc(-c2nnc(-c3cc4c(ccc5ccccc54)oc3=O)o2)cc1,-7%,7%,-19%,-1%,?,9%,-4%,3%
CC1CCCCN1C(C(=O)O)c1ccccc1 (stereo unspecified),-4%,-12%,-12%,0%,-11%,-2%,-10%[10 µM],-3%
CS(=O)(=O)N1CCN(c2nc3ccccc3s2)CC1,-3%,1%,7%,-3%,7%,2%,-29%,7%
CCN(c1ccc(C)cc1C)S(=O)(=O)c1nnc(NC(=O)CC(C)C)s1,.,-7%,-12%,3%,-17%,-3%,.,.
CCN(CC)CCNC(=O)C1CCN(S(=O)(=O)c2c(C)noc2/C=C/c2ccccc2F)CC1,.,-3%,-18%,1%,-13%,-5%,.,.
Cc1cc(CNC(=O)c2cc(-c3ccccc3)nc3ccccc23)nn1C,i,-6%,-7%,-4%,-7%,8%,6%[10 µM],19%
CC(C)c1onc(C(=O)N2CCOCC2)c1[N+](=O)[O-],-10%,4%,-9%,-5%,-6%,?,8%,.
COc1cc(C(=O)OCc2ccc([N+](=O)[O-])cc2)cc(OC)c1OC,24%,-8%,-9%,-1%,-1%,-5%,-49%[inhibitor],4%
CCOC(=O)N1CCN(C(=O)C2CCN(S(=O)(=O)c3ccc(F)cc3)CC2)CC1,2%,-6%,5%,-2%,7%,2%,4%[10 µM],-3%
O=C(NCc1nnc(SC/C=C/c2ccccc2)o1)c1ccco1,-2%,-6%,-12%,2%,-12%,-1%,4%,.
COCCn1c(=NC(=O)CSCC(=O)Nc2cc(C)on2)sc2cc(C(=O)OC)ccc21,-7%,-4%,-14%,-1%,-12%,-8%,.,2%
COc1cc(OC)c(NC(=O)CSc2nccn2C)cc1Cl,.,5%,-5%,7%,-3%,0%,.,.
Cn1c(=O)[nH]c(=O)c2c1nc(N1CCCC1)n2CCCSc1nnnn1-c1ccccc1,-2%,-8%,14%,1%,11%,6%,-2%[10 µM],-6%
Cc1ccc(S(=O)(=O)N(C)CC(=O)OCC(=O)N2CCN(c3ccccc3)CC2)cc1,6%,5%,-15%,1%,?,3%,0%[10 µM],-7%
COc1ccc(NC(=O)CSc2nccn2-c2ccccc2)c(OC)c1,-10%,5%,-9%,2%,-10%,2%,-4%[10 µM],-9%
O=C(CSc1nnc2n(C3CCCCC3)c(=O)c3ccccc3n12)OC1CCCCC1,0%,7%,-2%,2%,-4%,8%,6%[10 µM],6%

Single records, from the list above:
Cn1c(=O)[nH]c(=O)c2c1nc(N1CCCC1)n2CCCSc1nnnn1-c1ccccc1 across the screens: RECQ1 inh = -2%; TRb-SRC2 inh = -8%; Tau fluor counter = 14%; TexasRed fluor = 1%; Tau ThT inhib = 11%; Tau fibril FP = 6%; HTT cytoprotect = -2%[10 µM]; L3MBTL1 inh = -6%
O=C(CSc1nnc2n(C3CCCCC3)c(=O)c3ccccc3n12)OC1CCCCC1 across the screens: RECQ1 inh = 0%; TRb-SRC2 inh = 7%; Tau fluor counter = -2%; TexasRed fluor = 2%; Tau ThT inhib = -4%; Tau fibril FP = 8%; HTT cytoprotect = 6%[10 µM]; L3MBTL1 inh = 6%

Source: PubChem
